Anthrax LF inh2 – Bacillus anthracis LF protease inhibitors, primary screen, biochemical, multiplex microsphere, MLPCN library. Lethal factor (Bacillus anthracis), P15917. multiplex microsphere protease cleavage assay. 360,000 compounds, 0.12% hits. inhibition, % at 10 µM. AID 588501, 2011; also: plate controls were buffer without enzyme for full effect and enzyme alone for no effect
SSB-PriA inh – inhibitors of Klebsiella pneumoniae PriA binding to SSB C-terminal tail, primary screen, biochemical, AlphaScreen. 430,000 compounds, 0.6% hits. AlphaScreen SSBct-PriA binding, biotinylated peptide. inhibition, % at 33 µM. AID 1272365, 2023; in the data active = inhibition mostly above about 37%, no sharp cut-off; inactive = mostly below about 20%;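 also: plate controls were negative control peptide for no effect and reference peptide for full effect; strong numbers were not always called active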
3CLpro inhibitor – SARS-CoV 3CLpro protease inhibitors, primary screen, biochemical, quenched FRET | 290,000 compounds, 0.14% hits | Replicase polyprotein 1ab (Severe acute respiratory syndrome coronavirus), P0C6X7 | AID 1706, 2009 | inhibition, % at 6 µM | recombinant SARS-CoV 3CLpro, quenched FRET peptide cleavage; in the data active = inhibition above about 12%
PrPC surface inh – inhibitors of human cell surface prion protein PrPC, primary screen, cell-based, TR-FRET. TR-FRET read-out. AID 720596, 2013. Major prion protein (Homo sapiens), P04156. 370,000 compounds, 0.43% hits. inhibition, % at 13.8 µM; in the data active = inhibition above about 24%; also: 0% = median of the test wells and 100% = reference compound wells
BoNT-A LC inh2 – BoNT/A light chain protease inhibitors, primary screen, biochemical, flow cytometry, MLPCN library; inhibition, % at 10 µM; AID 588499, 2011; 360,000 compounds, 0.17% hits; multiplex microsphere protease substrate cleavage; also: plate controls were buffer without enzyme for full effect and enzyme alone for no effect
Y pestis TopoI – Yersinia pestis topoisomerase I inhibitors, primary screen, biochemical, cleavage product accumulation, plate reader, single point; activity, % at 10 µM; 360,000 compounds, 0.064% hits; Y. pestis Topo-I cleavage product accumulation; AID 504884, 2011; in the data active = activity above about 50%, passing the limit was not always enough; also: inactives centre near 2
TcdB GH inh – TcdB glycohydrolase inhibitors, primary screen, biochemical, single point, plate reader. Toxin B (Clostridioides difficile), P18177. TcdB glycohydrolase enzymatic assay. 350,000 compounds, 0.24% hits. AID 652162, 2013. inhibition, % at 9.99 µM; in the data active = inhibition above about 10%
Target sequence (P18177 whole entry, looked up): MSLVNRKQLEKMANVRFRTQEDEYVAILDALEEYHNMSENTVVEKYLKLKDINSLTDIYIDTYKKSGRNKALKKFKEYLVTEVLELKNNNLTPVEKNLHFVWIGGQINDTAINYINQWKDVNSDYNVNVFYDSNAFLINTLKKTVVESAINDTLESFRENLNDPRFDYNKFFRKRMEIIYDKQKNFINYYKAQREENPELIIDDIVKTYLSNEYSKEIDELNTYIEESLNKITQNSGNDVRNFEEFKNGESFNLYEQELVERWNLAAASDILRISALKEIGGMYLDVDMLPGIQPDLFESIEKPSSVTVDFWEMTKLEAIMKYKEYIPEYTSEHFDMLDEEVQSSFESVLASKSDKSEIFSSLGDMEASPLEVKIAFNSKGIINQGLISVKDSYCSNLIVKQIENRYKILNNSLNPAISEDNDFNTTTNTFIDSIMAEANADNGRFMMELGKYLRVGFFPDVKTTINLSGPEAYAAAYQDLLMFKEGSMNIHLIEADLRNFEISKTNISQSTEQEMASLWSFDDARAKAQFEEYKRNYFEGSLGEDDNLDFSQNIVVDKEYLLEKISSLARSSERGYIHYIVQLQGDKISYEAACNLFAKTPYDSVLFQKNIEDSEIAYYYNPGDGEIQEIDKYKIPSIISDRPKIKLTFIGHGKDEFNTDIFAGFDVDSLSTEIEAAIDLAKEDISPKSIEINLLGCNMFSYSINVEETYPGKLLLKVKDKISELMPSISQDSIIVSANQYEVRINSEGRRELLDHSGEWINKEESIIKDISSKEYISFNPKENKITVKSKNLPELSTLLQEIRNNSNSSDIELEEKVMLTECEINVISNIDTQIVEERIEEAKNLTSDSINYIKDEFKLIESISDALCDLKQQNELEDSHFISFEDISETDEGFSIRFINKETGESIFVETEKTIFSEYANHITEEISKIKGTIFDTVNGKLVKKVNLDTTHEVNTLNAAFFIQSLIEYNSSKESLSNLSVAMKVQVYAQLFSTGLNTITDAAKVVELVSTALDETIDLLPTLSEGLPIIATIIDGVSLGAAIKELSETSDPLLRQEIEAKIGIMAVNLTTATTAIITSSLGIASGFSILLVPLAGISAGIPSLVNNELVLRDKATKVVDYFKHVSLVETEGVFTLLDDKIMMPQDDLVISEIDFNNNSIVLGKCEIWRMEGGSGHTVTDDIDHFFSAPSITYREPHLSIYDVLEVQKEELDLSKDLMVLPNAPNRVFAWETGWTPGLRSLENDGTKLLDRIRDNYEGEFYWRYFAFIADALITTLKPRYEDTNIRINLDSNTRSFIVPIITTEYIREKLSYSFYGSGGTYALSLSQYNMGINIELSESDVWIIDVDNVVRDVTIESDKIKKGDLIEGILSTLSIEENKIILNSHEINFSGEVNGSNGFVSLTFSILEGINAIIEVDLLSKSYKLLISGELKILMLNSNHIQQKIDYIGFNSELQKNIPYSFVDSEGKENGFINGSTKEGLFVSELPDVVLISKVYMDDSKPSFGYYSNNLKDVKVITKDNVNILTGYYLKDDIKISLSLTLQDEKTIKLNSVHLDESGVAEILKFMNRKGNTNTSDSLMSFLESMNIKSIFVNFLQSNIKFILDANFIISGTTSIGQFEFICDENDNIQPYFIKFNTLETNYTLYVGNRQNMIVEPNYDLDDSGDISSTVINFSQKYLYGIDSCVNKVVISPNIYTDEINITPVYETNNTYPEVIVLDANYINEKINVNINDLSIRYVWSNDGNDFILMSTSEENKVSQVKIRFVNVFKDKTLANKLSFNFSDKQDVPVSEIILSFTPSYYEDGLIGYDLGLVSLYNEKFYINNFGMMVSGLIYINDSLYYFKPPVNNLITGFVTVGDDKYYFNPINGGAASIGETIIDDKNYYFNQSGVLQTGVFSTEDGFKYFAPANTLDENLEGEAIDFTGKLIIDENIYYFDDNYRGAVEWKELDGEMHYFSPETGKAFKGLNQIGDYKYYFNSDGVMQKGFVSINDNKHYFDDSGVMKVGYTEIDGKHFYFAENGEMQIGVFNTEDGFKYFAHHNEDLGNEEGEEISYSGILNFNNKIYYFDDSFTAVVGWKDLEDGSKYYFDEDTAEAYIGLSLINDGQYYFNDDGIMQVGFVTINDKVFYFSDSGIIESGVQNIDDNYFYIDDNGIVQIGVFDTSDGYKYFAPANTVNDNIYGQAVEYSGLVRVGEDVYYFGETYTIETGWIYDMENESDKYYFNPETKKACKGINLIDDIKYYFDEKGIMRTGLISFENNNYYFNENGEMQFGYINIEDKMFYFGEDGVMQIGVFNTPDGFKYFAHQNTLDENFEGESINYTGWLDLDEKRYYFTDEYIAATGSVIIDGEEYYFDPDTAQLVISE
PfHsp40 rescue – rescue of yeast from PfHsp40 toxicity, primary screen, S. cerevisiae, ATP luminescence; S. cerevisiae expressing PfHsp40, growth rescue; growth rescue, % at 12.5 µM; 340,000 compounds, 0.68% hits; AID 504582, 2011; in the data active = growth rescue above about 28%, passing the limit was not always enough;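 also: yeast W303a lacking pdr1 and pdr3 grown in galactose medium; growth measured after three days at 30 °C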
Vc quorum ag – inducers of Vibrio cholerae quorum light production without autoinducers, primary screen, BH1578 luxS cqsA deficient, single point; V. cholerae BH1578 lux reporter, luminescence, 6 h; activation, % at 18.7 µM; 350,000 compounds, 0.16% hits; AID 588436, 2011; in the data active = activation mostly above about 9.7%, no sharp cut-off; also: not every result past the cut was called active; inactives centre near 0; reference of the scale not given here
* = called active by the depositor; i = inactive; · = no result given; & = joins results of further samples. Rule as the data show it, unless noted: active = inhibition above about 30%; inconclusive = no clear call, values can overlap the other calls; inactive = below that. Not all compounds are listed (hit frequency here may not be typical).

SMILES	Anthrax LF inh2	SSB-PriA inh	3CLpro inhibitor	PrPC surface inh	BoNT-A LC inh2	Y pestis TopoI	TcdB GH inh	PfHsp40 rescue	Vc quorum ag
N/C(Cc1ccccc1)=N\OC(=O)c1cccc2ccccc12	-2	·	-5	-3	-0.7	2	0.4	0.1	i
O=C(CN1C(=O)NC2(CCc3ccccc32)C1=O)c1ccccc1 (stereo unspecified)	-3	-8	-4	-1	-0.4	3	1.7	-0.5	i
CC(C)(C)c1ccc(C(=O)O)c(C(=O)c2ccc(C(=O)O)cc2)c1	8	-6	1	8	0.9	-9	1.4	-0.5	-0.5
COC(=O)c1ccccc1NC(=O)CSc1nc(C)cc(C)n1	0	-6	-1	2	0.7	8	-0.3	-2.2	-0.3
CCN(CC)CCNc1c2c(c(C#N)c3nc4ccccc4n13)CCCC2	3	-3	2	-3	0.5	13	·	14	-1.3
O=[N+]([O-])c1cccc(/C=N/n2c(C3CCCCC3)n[nH]c2=S)c1	-2	·	3	-1	-0.3	-1	1.6	0.0	-0.3
Cc1noc(C)c1NC(=O)N(C)C[C@H]1Oc2ccc(NC(=O)CCC(F)(F)F)cc2C(=O)N([C@H](C)CO)C[C@@H]1C	0	9	·	-7	-0.3	3	0.6&0.7	-0.3	1.9
CCOc1ccc(Cl)cc1S(=O)(=O)NC1CCCC1	2	-17	1	10	-0.4	9	1.7	0.2	-0.3
CCc1nonc1NC(=O)c1oc2cc(Br)ccc2c1C	1	1	3	28*	0.6	5	-1.6	1.5	0.9
c1ccc(N2CCN(CCc3nnc4n3CCCCC4)CC2)cc1	-3	-17	5	-1	-0.6	13	1.5	-1.0	-0.2
CN(C)CCNC(=O)COc1ccc(C23CC4CC(CC(C4)C2)C3)cc1	-2	-3	6	1	0.5	-19	1.4	-0.3	-0.5
COc1cc(Nc2ccc(S(N)(=O)=O)cc2)c([N+](=O)[O-])nc1[N+](=O)[O-]	10	-4	0	-57	-0.3	-6	0.1	-1.3	i
O=C(COC(=O)c1cccc(S(=O)(=O)N2CCCC2)c1)Nc1ccc(Cl)cc1	-2	·	·	-1	0.4	21	0.2	·	-0.5
Cc1ccc(C)c(OCc2cc(C(=O)N3CC[C@H](O)C3)no2)c1	-2	-9	-5	9	1.1	-4	1.4	-0.6	-3.8
COc1ccc(NC(=O)Cn2c(NCC(C)O)nc3ccccc32)cc1Cl (stereo unspecified)	-5	-3	1	2	0.3	-11	1.0	0.5	-0.1
CC(=O)c1ccccc1NC(=O)CCCNC(=O)c1ccc(Cl)cc1	1	-12	4	6	-2.2	-3	0.4	0.5	-0.3
O=C(N/N=C/c1cccc([N+](=O)[O-])c1)c1ccc2c(c1)OCCO2	-3	·	-2	-33	-1.1	2	·	0.1	i
O=C(COc1ccc(Cl)cc1Cl)NCCCNC(=O)c1cnccn1	2	2	-6	12	-5.8	6	0.5	0.9	i
Cc1cc(C)n(C(=O)c2ccc([N+](=O)[O-])c(Cl)c2)n1	1	-15	2	0	0.2	2	·	-0.9	-0.2
O=C1C=C(c2ccccc2)CO1	0	-3	·	-3	-0.1	6	1.4	-1.8	i

One compound at a time, as listed above:
CC(=O)c1ccccc1NC(=O)CCCNC(=O)c1ccc(Cl)cc1 is entered as Anthrax LF inh2: 1; SSB-PriA inh: -12; 3CLpro inhibitor: 4; PrPC surface inh: 6; BoNT-A LC inh2: -2.2; Y pestis TopoI: -3; TcdB GH inh: 0.4; PfHsp40 rescue: 0.5; Vc quorum ag: -0.3
CCc1nonc1NC(=O)c1oc2cc(Br)ccc2c1C is entered as Anthrax LF inh2: 1; SSB-PriA inh: 1; 3CLpro inhibitor: 3; PrPC surface inh: 28*; BoNT-A LC inh2: 0.6; Y pestis TopoI: 5; TcdB GH inh: -1.6; PfHsp40 rescue: 1.5; Vc quorum ag: 0.9
O=[N+]([O-])c1cccc(/C=N/n2c(C3CCCCC3)n[nH]c2=S)c1 is entered as Anthrax LF inh2: -2; SSB-PriA inh: ·; 3CLpro inhibitor: 3; PrPC surface inh: -1; BoNT-A LC inh2: -0.3; Y pestis TopoI: -1; TcdB GH inh: 1.6; PfHsp40 rescue: 0.0; Vc quorum ag: -0.3

(listing goes on)
SMILES	Anthrax LF inh2	SSB-PriA inh	3CLpro inhibitor	PrPC surface inh	BoNT-A LC inh2	Y pestis TopoI	TcdB GH inh	PfHsp40 rescue	Vc quorum ag
Cc1cc(NC(=O)CCN2C(=O)C3C4C=CC(C4)C3C2=O)ccc1Br (stereo unspecified)	-9	-8	4	2	-0.5	7	1.1	0.9	-0.1
CCOC(=O)N1CCC(NC(=O)c2cc(COc3c(C)cccc3C)on2)CC1	-1	-8	-1	-7	-0.5	10	0.8	0.7	-0.4
CC(C)N1CCCC(C)(C(=O)Nc2nccc3ccccc23)C1 (stereo unspecified)	-4	·	·	-9	-0.5	1	0.9	·	0.5
CCC12CN3CCN(CC(C3)/C1=N\NC(=O)c1ccc(F)cc1)C2	4	·	3	6	0.2	3	0.1	0.2	0.6
COc1ccc(CC(=O)Nc2cc(=O)n(C)c(=O)n2C)cc1OC	-7	-9	5	-1	-0.1	0	1.1	1.3	1.1
COc1cccc(CN(C)C(=O)c2cc(S(=O)(=O)NCc3ccccc3)ccc2C)c1OC	1	-11	·	-3	-0.1	19	1.8	0.6	i
CN(CCCNC(=O)Cn1cc2c(n1)CCCC2)C1CCCCC1	-6	-13	-3	3	-1.1	-1	0.5	-0.4	-0.6
CCOc1ccc(C2C(C(=O)c3ccco3)=C(O)C(=O)N2Cc2cccnc2)cc1OC (stereo unspecified)	1	-9	2	-1	0.4	1	·	-1.3	·
OC1C[N+]2(CCCCC2)C1	0	-11	-7	-3	-0.5	-5	·	0.0	-6.7
CCCC1S/C(=N/N=C/c2ccc(OC)cc2)N(Cc2ccccc2)C1=O (stereo unspecified)	-8	·	1	-4	-1.0	0	·	-0.8	1.5

An excerpt from above, limited to TcdB GH inh:
compound | TcdB GH inh
CCOC(=O)N1CCC(NC(=O)c2cc(COc3c(C)cccc3C)on2)CC1 | 0.8
CC(C)N1CCCC(C)(C(=O)Nc2nccc3ccccc23)C1 (stereo unspecified) | 0.9

More entries:
SMILES	Anthrax LF inh2	SSB-PriA inh	3CLpro inhibitor	PrPC surface inh	BoNT-A LC inh2	Y pestis TopoI	TcdB GH inh	PfHsp40 rescue	Vc quorum ag
NC1=NC(=O)/C(=C/c2cn(CCC(=O)O)nc2-c2ccc(Cl)cc2)S1	0	12	2	-30	-0.1	2	0.4	-0.7	i
Cc1cc(C)cc(N(CC(=O)NC2CCCC2)C(=O)C2(C)CC(=O)N=C3C=CC=CN32)c1 (stereo unspecified)	5	-9	-3	-6	-0.5	1	0.9	-1.3	-0.3
O=C(NC12CC3CC(CC(C3)C1)C2)c1cccnc1	0	-5	-3	-5	-0.3	-8	·	-0.7	-1.0
CC/C(=N/NC(=O)CNc1ccc(Cl)cc1C)c1ccccc1	3	·	6	8	-0.2	3	0.3	-0.4	-0.3
CC1CC(C)CN(CCCn2c(=S)[nH]c3ccccc3c2=O)C1 (stereo unspecified)	-1	-4	-2	-7	-0.2	5	·	-0.6	-0.3
Cc1ccccc1OCCn1cc(C(=O)O)c2ccccc21	-7	4	3	3	0.9	1	0.7	12	-0.6
CCC(=O)c1ccc(OCC(=O)NC2CCCC2)cc1	-9	-2	·	0	0.5	-10	-1.2	0.0	2.1
COc1cc(NC(=O)c2cc(-c3cc(F)ccc3OC(C)C)n[nH]2)cc(OC)c1OC	1	·	·	-4	0.2	4	0.9	·	i
CCCCS(=O)Cc1ccccc1 (stereo unspecified)	0	-26	-1	1	-0.2	3	·	-2.1	1.4
CCN(C(=O)c1cccs1)c1nc(-c2ccc(OC)cc2)cs1	-3	-13	-5	-5	0.0	14	0.7	·	0.2
COc1ccc(-c2cn3cc(C(=O)NN)ccc3n2)cc1	-2	-3	-3	2	-0.1	-3	-0.1	-0.5	0.4
CCNC(=S)Nc1cc(Cl)ccc1Oc1ccccc1	-3	-30	-5	-1	-0.2	5	·	-0.8	-0.4
COc1cc(OC)cc(C(=O)NC(=S)Nc2cc3oc4ccccc4c3cc2OC)c1	0	0	4	-4	0.2	-2	0.9	0.0	1.5
COCCN(CCOC)Cc1cc(=O)oc2cc(C)ccc12	2	·	·	-2	-0.6	·	-0.3	·	·
Nc1nnnn1/N=C/c1ccc(N2CCCCC2)c([N+](=O)[O-])c1	-2	·	4	-26	-1.7	-10	·	-1.5	0.0
CC(C)Cc1ccc(C(C)/C=C2/CCC(CN3CCCCC3)C2=O)cc1 (stereo unspecified)	-4	-17	·	-3	0.3	24	0.3	1.2	i
Cc1ccc(NC(=O)c2sccc2-n2cccc2)c(C)c1	3	6	-1	-3	0.3	20	·	2.1	i
Cc1ccc(SCC(=O)Nc2cccc(NC(=O)c3ccco3)c2)cc1	1	0	3	1	-0.4	2	·	0.7	0.5
CN1CCN(S(=O)(=O)c2cccc(C(=O)Nc3cc(C(F)(F)F)ccc3N3CCCCC3)c2)CC1	·	-17	·	-5	·	26	0.2	-0.7	i
COc1cc(NC(=O)Cn2ncc(Cl)c(Cl)c2=O)c(C)cc1[N+](=O)[O-]	-2	-5	3	2	-0.4	-11	2.1	0.0	-0.3
Cc1ccc(Nc2nc3c(c(=O)[nH]2)CCCC3)cc1	-3	-10	-2	3	0.3	-1	·	-0.6	i
Cc1cc(N2C(=O)C(O)=C(C(=O)c3ccco3)C2c2cccc(Oc3ccccc3)c2)no1 (stereo unspecified)	2	-12	8	3	-0.1	40	-0.9	-1.6	i
COc1ccc(S(=O)(=O)NC(=O)C2(C)CCN2C(=O)Cc2ccc(-c3ccccc3)cc2)cc1 (stereo unspecified)	-2	·	·	1	-0.1	17	-0.7	·	-0.7
Cc1cc(C)cc(N2C(=O)CC(n3nc(C)cc3C)C2=O)c1 (stereo unspecified)	0	-11	8	-6	0.1	5	·	-1.7	-1.4
NNC(=O)C1CC1c1ccc(Cl)cc1 (stereo unspecified)	-1	-1	2	-5	-0.5	4	1.4	0.8	-2.1
CCOC(=O)[C@@H]1[C@H]2COc3ccccc3[C@@H]2N2C(=O)N(c3cccc(C)c3)C(=O)[C@]12C	-5	-1	1	-7	-0.1	22	2.4	0.7	-0.7
O=C(OCc1cn([C@@H]2CN(Cc3cccs3)[C@@H](c3ccc(Cl)cc3)C[C@H]2O)nn1)c1ccccc1	-1	·	·	-6	0.0	19	0.5	·	-0.7
COc1ccc(OCCn2cnc(Cl)c2Cl)cc1	1	27	3	2	-0.9	3	2.2	-1.3	0.8
C[C@@H]1O[C@@H](O[C@H]2C[C@@H](O)[C@]3(CO)[C@@H]4C(CC[C@]3(O)C2)[C@@]2(O)CC[C@H](C3COC(=O)C3)[C@@]2(C)C[C@H]4O)[C@H](O)[C@H](O)[C@H]1O (stereo partly specified)	5	-4	·	-2	-0.5	0	0.5	1.7	i
O=c1ccc2cc(S(=O)(=O)N3CCN(c4ccccc4)CC3)ccc2[nH]1	-9	-2	-2	-5	0.0	-1	-0.3	0.1	-0.4
CCCn1c(CCC(=O)O)nc2cc(S(N)(=O)=O)ccc21	1	-2	3	-4	0.0	8	1.3	1.2	i
CCOc1nc(-c2ccc(OC)cc2)ccc1-c1noc(-c2cc(OC)c(OC)c(OC)c2)n1	-1	-20	-4	0	-0.5	6	·	18	-1.4
CC1(C)Cc2cccc(OCC(=O)N3CCN(c4ccccc4)CC3)c2O1	-3	-7	-4	7	-0.3	8	·	1.3	-0.3
CCOC(=O)CCCCCC(=O)Nc1ccc2c(c1)C(=O)N([C@H](C)CO)C[C@@H](C)[C@H](CN(C)Cc1ccc3c(c1)OCO3)O2	-7	-8	·	-2	-0.2	6	1.2	0.4	1.2
CCOC(=O)CCc1c(C)c(C#N)c2nc3ccccc3n2c1-n1cnc2ccccc21	-10	-24	4	-6	1.4	-13	·	2.0	i
COC(=O)c1nn(-c2ccc(OC)cc2)ccc1=O	0	-17	-6	-1	0.1	-2	0.3	1.0	2.2
